Source: PubChem BioAssay
HIF-2a inh: HIF-2a inhibition | 786-0 RCC cells HIF-2a reporter, luciferase luminescence, overnight | inhibition, % at 18.8 µM | 360,000 compounds, 0.72% hits | AID 624352;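 active = inhibition of the luminescence signal of 40% or more relative to plate controls, in a single-dose primary screen at 18.75 µM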
KKLEB cytotox: reduces viability of KKLEB cystic fibrosis airway cells; KKLEB CF airway cells viability, ATPlite luminescence, overnight; active compounds read low; cells stimulated with P. aeruginosa culture filtrate; activity change (cytotoxicity), % at 5 µM; 360,000 compounds, 0.36% hits;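 active = corrected activity change at or below -50% at 5 µM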
NR2E3 ag-1: agonists of human NR2E3 nuclear receptor; inhibition of corepressor binding, % at 3.98 µM; AID 602229; 360,000 compounds, 0.35% hits; CHO-S Gal4-NCOR/VP16-NR2E3 two-hybrid, luciferase;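 active = inhibition above the mean of all tested compounds plus 3 SD, cut at about 70% in these data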;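 note: 0% = DMSO with NR2E3 transfected cells and 100% = cells lacking NR2E3 construct; higher means lower luciferase signal from less NR2E3 corepressor binding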
Target sequence (Q9Y5X4 whole entry, looked up, the tested form may be a part): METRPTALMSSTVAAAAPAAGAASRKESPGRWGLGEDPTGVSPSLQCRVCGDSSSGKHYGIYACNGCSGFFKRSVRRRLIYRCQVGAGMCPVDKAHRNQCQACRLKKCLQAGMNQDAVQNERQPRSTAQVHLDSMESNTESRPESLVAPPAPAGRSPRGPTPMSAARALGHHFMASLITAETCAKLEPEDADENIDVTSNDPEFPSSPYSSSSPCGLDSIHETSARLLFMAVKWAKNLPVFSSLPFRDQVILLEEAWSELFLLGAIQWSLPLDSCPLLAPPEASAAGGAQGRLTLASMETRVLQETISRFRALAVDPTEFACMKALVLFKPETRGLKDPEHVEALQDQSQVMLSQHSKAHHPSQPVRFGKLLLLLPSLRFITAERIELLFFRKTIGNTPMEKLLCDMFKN
Peg3 promoter: inhibitors of Peg3 promoter; HeLa PEG-Prom luciferase reporter, luminescence, overnight; inhibition, % at 20 µM; 360,000 compounds, 1.7% hits; AID 588405;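 active = inhibition of at least 50% at 20 µM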
Shn3 inh set2: inhibitors of Schnurri-3 3'UTR reporter in osteoblasts. Clone20 osteoblast Shn3 3'UTR firefly luciferase, 24 h. 360,000 compounds, 0.52% hits. inhibition, % at 12.5 µM;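 active = mean inhibition of at least 75% with every replicate also reaching 75%; inconclusive = mean inhibition at least 75% but some replicate below; inactive = mean inhibition below 75%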;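 note: 0% = median of neutral control wells and 100% = pilot-screen positive control compound; some compounds past the cut are filed as inactive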
NR2E3 ag-2: NR2E3 (human) agonism | inhibition of corepressor binding, % at 4.78 µM | AID 2300 | 320,000 compounds, 0.12% hits | GST-NR2E3/biotin-RetCOR TR-FRET, 1536-well | Q9Y5X4;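 active = percent inhibition above the cutoff of mean plus 3 SD of all tested compounds, set per screening campaign, cut at about 20% in these data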;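 note: 0% = DMSO wells and 100% = biotin wells as full block of FRET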
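system = GST-tagged NR2E3 plus biotinylated RetCOR corepressor | input = 1.35 nM GST-NR2E3 | also added = 7 nM biotin-RetCOR | schedule = 5 h incubation at 4 °C | measured by = TR-FRET with europium anti-GST and streptavidin-D2, 340 nm excitation | read-out = percent loss of FRET ratio relative to control wells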
TWEAK-Fn14 inh: TWEAK-Fn14 signaling inhibition. TWEAK-stimulated Fn14 reporter cells, luciferase luminescence, 8 h. inhibition, % at 10 µM. 360,000 compounds, 2% hits. AID 1159606; in the data active = inhibition above about 50%
TRPM1 prom inh: inhibitors of MITF-driven TRPM1 promoter in melanoma cells. SK-MEL-5 TRPM1 promoter luciferase, 24 h. inhibition, % at 12.5 µM. 330,000 compounds, 0.83% hits;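 active = mean inhibition across replicates of 60% or more, whatever share of single replicates reaches that level; inconclusive = some that reach 60%, reason not given; inactive = mean inhibition across replicates below 60%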; note: values of inactives mirror those of a sister screen read the other way
CF NFkB inh: cystic fibrosis NF-kB activation inhibition; KKLEB NF-kB-GFP reporter, PAF-induced, GFP fluorescence overnight; 360,000 compounds, 0.86% hits; inhibition, % at 5 µM;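 active = at least 50% inhibition at 5 µM, scaled per plate between neutral and stimulator controls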;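 note: PAF is a Pseudomonas aeruginosa culture filtrate used as stimulus; plate controls were PAF-stimulated DMSO wells for no effect and unstimulated DMSO wells for full effect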
TROY signal inh: TROY signaling inhibition. Q293 LMP1-TROYcd NF-kB luciferase reporter, 4 h. 360,000 compounds, 0.98% hits. inhibition, % at 10 µM;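 active = compounds whose plate-normalised and pattern-corrected inhibition of the luciferase reporter signal at the single screening dose is 50% or more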
C8 TRAIL sens: sensitizes caspase-8 expressing cells to TRAIL; NB7+C8 cells + TRAIL, ATPlite viability luminescence; inhibition (viability loss, TRAIL sensitization), % at 10 µM; 360,000 compounds, 1% hits;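 active = compounds causing at least 50% loss of cell viability in the single-dose screen, relative to plate controls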
Starred values were filed as active, the others as inactive; ? = inconclusive; . = no result given.

SMILES | HIF-2a inh | KKLEB cytotox | NR2E3 ag-1 | Peg3 promoter | Shn3 inh set2 | NR2E3 ag-2 | TWEAK-Fn14 inh | TRPM1 prom inh | CF NFkB inh | TROY signal inh | C8 TRAIL sens
O=C(COc1ccc(Cl)cc1)N/N=C/c1cccc2cccnc12 | 5 | -6 | 21 | 34 | 4 | -6 | -9 | 12 | 7 | -1 | 0
COc1cc(S(=O)(=O)N2CCN(c3ccccn3)CC2)ccc1Br | 14 | 8 | -5 | 12 | -6 | 4 | -16 | 11 | 16 | 5 | 6
CCN(CC)S(=O)(=O)c1ccc2c(c1)c(=O)c(C(=O)N1CCOCC1)cn2C | 5 | 5 | -18 | 8 | -9 | 2 | 6 | 10 | 11 | 12 | -2
CCN(CC)c1cc(C)c2cc(NC(=O)c3ccc(Br)o3)ccc2n1 | -40 | -27 | -54 | -18 | 13 | 0 | -30 | -23 | -7 | -20 | 12
O=C(CN1C(=O)NC2(CCCC2)C1=O)N1CCN(S(=O)(=O)c2ccccc2)CC1 | 5 | -5 | 17 | -4 | -3 | -2 | -3 | 2 | -1 | 2 | -1
COc1ccc(CN(C(=O)c2ccco2)c2ccc(C)cc2)cc1OC | 3 | -3 | -15 | 17 | 12 | -3 | 3 | 6 | 2 | -12 | 25
Cc1cc(C)cc(N(CC(=O)N2CCOCC2)S(=O)(=O)c2ccccc2)c1 | 0 | 3 | -2 | -3 | -2 | 3 | -9 | 5 | 1 | -4 | 0
CC1=N/C(=C/c2ccc([N+](=O)[O-])cc2)C(=O)N1c1ccc(Cl)cc1Cl | -18 | -21 | 13 | 8 | -6 | 6 | -20 | -15 | -12 | -21 | 10
C[C@H](CO)N1C[C@H](C)[C@@H](CN(C)C(=O)Nc2ccc(C(F)(F)F)cc2)Oc2ccc(NS(=O)(=O)c3ccccc3)cc2C1=O | 9 | 7 | -12 | 0 | -18 | . | -12 | -6 | 29 | -6 | -2
COCCN(C(=O)CNC(=O)c1ccco1)C(C(=O)NC1CCCC1)c1ccc(F)cc1 (stereo not drawn) | 15 | 2 | -3 | -4 | -13 | 5 | 19 | -8 | -18 | -3 | -4
CCCc1c(C)nc(N2CCN(c3ccccc3OC)CC2)[nH]c1=O | 18 | -13 | -25 | 29 | -24 | 1 | -4 | 17 | 0 | 11 | -10
CC1CN(C(=O)c2c([N+](=O)[O-])cnn2C)CC(C)O1 (stereo not drawn) | 0 | 14 | 3 | 11 | 1 | 2 | 1 | 15 | -5 | -1 | -16
COc1ccc(C=NNC(=S)NC23CC4CC(CC(C4)C2)C3)cc1OC | -19 | 4 | 64 | -4 | 27 | . | 5 | 0 | 1 | -17 | 9
CC1(c2ccccc2)NC(=O)N(CC(=O)NCCN2C(=O)S/C(=C\c3cccnc3)C2=O)C1=O (stereo not drawn) | 13 | -22 | -48 | 3 | 43 | . | 4 | -16 | 3 | -30 | 8
CCC(C)[C@H](NC(=O)Nc1ccccc1F)C(=O)OC (stereo partly drawn) | 14 | 12 | -8 | 17 | 8 | 1 | 1 | -5 | -1 | 0 | -4
CCOC(=O)CN(C(=O)CSc1nnc(-c2ccc(OC)c(OC)c2)o1)c1ccc(F)cc1 | 25 | -4 | 11 | 22 | 3 | 0 | 16 | 5 | 6 | 6 | 13
O=C(c1ccc(-c2cc(O)c3ncccc3c2)cc1)N1CCNCC1 | -127 | -7 | -33 | -112 | -23 | . | -6 | -36 | 26 | -40 | 12
CCOc1cc(C(=O)N/N=C/C2CC=CCC2)cc(OCC)c1OCC (stereo not drawn) | 14 | 3 | 14 | -14 | 9 | 1 | 27 | 4 | -3 | 13 | -2
Cc1ccc(CN(C)C(=O)c2cccc(S(=O)(=O)N3CCN(Cc4ccccc4)CC3)c2)o1 | 13 | 8 | 35 | 27 | -2 | -2 | -3 | 7 | -15 | -9 | 7
CCC(C)NCCOCCOc1ccc(Br)cc1 (stereo not drawn) | 20 | 6 | 10 | 15 | 7 | 1 | 10 | -7 | 3 | -20 | 7
CC(C)(Oc1ccc(Cl)cc1)C(=O)NC1=NN(c2ccccc2)C(=O)C1 | 6 | -6 | 9 | -1 | -30 | -2 | 19 | 5 | 17 | 55* | -3
Cc1ccc(S(=O)(=O)c2cc3c(=O)n4ccccc4nc3n(CCc3ccccc3)c2=N)cc1 | -17 | -26 | -7 | -49 | -5 | -2 | -15 | -33 | 14 | -1 | -9
CCc1ccc(-c2cc3c(=O)n(CC(=O)NCCCN4CCN(Cc5ccccc5)CC4)nc(C)n3n2)cc1 | -80 | -9 | 17 | 105* | 32 | -2 | -59 | ? | 15 | -43 | 57*
Cc1cccn2c(=O)nc(SCC(=O)c3ccccc3)nc12 | -136 | -1 | -10 | -140 | -58 | -4 | -25 | -47 | -4 | -29 | 16
CCC(C)N1C(=O)S/C(=C/c2ccc(Sc3nc4ccccc4[nH]3)o2)C1=O (stereo not drawn) | -21 | -11 | 78* | 18 | 58 | 1 | 70* | 19 | 11 | 43 | 16
COc1ccc(NC(=O)C(C)Sc2nnc(C3CC3)n2C2CC2)cc1 (stereo not drawn) | 5 | 3 | -13 | -1 | -2 | 1 | -8 | -2 | 1 | 5 | -8
Clc1ccc(-n2nnnc2CN2CCOCC2)cc1 | 12 | 0 | -6 | 3 | -5 | -1 | -3 | -2 | 12 | -3 | -10
CC1(C(=O)NS(=O)(=O)c2cccc(C#N)c2)CCN1C(=O)C/C=C/c1ccccc1 (stereo not drawn) | -4 | -8 | -18 | 3 | -16 | . | 13 | . | 23 | -1 | -7
CC1CN(C(=O)c2cccc(Oc3ccccc3)c2)CC(C)O1 (stereo not drawn) | 3 | 1 | -16 | 9 | -1 | 2 | -31 | 10 | 3 | -3 | 6
O=C(CCC(=O)N1CCOc2ccccc21)NCc1ccccn1 | 12 | 5 | -14 | 9 | 2 | 1 | 3 | . | 3 | 6 | -11

Among those listed so far, four have a Cl atom.
SMILES | HIF-2a inh | KKLEB cytotox | NR2E3 ag-1 | Peg3 promoter | Shn3 inh set2 | NR2E3 ag-2 | TWEAK-Fn14 inh | TRPM1 prom inh | CF NFkB inh | TROY signal inh | C8 TRAIL sens
O=C(COc1ccc(Cl)cc1)N/N=C/c1cccc2cccnc12 | 5 | -6 | 21 | 34 | 4 | -6 | -9 | 12 | 7 | -1 | 0
CC1=N/C(=C/c2ccc([N+](=O)[O-])cc2)C(=O)N1c1ccc(Cl)cc1Cl | -18 | -21 | 13 | 8 | -6 | 6 | -20 | -15 | -12 | -21 | 10
CC(C)(Oc1ccc(Cl)cc1)C(=O)NC1=NN(c2ccccc2)C(=O)C1 | 6 | -6 | 9 | -1 | -30 | -2 | 19 | 5 | 17 | 55* | -3
Clc1ccc(-n2nnnc2CN2CCOCC2)cc1 | 12 | 0 | -6 | 3 | -5 | -1 | -3 | -2 | 12 | -3 | -10

Additional records follow.
SMILES | HIF-2a inh | KKLEB cytotox | NR2E3 ag-1 | Peg3 promoter | Shn3 inh set2 | NR2E3 ag-2 | TWEAK-Fn14 inh | TRPM1 prom inh | CF NFkB inh | TROY signal inh | C8 TRAIL sens
CCn1c(SCC(=O)N2CC(C)OC(C)C2)nc2c([nH]c3ccccc32)c1=O (stereo not drawn) | 33 | 12 | 2 | 9 | 9 | 3 | -7 | 30 | 5 | 13 | -18
CC(/C=C1\SC(=O)N(CCCC(=O)O)C1=O)=C\c1ccccc1 | 91* | 5 | 18 | 80* | ? | 3 | 104* | 85* | 17 | 87* | 12
CN(CCCn1ccc(N)nc1=O)Cc1ccco1 | 2 | 1 | -10 | -9 | -12 | . | -2 | . | -8 | -5 | 3
O=C(Nc1cccc([N+](=O)[O-])c1)Nn1cnnc1 | -12 | 10 | -1 | 9 | -14 | 2 | 0 | -13 | 16 | 0 | -11
Cc1ccc(Cl)cc1N1CCN(Cc2cc(=O)n3ccsc3n2)CC1 | 17 | 7 | 13 | 18 | 25 | -4 | 5 | -2 | 16 | 7 | 14
Cc1cc(C)n(Cc2ccccc2F)c(=O)c1C#N | 13 | 7 | -3 | -1 | -4 | 4 | 5 | 5 | 22 | -8 | -21
Cc1nc(C)n(C(C)CNC(=O)c2ccccc2)n1 (stereo not drawn) | 18 | 8 | -20 | 5 | 9 | . | 4 | 8 | -16 | -5 | 1
CCCCC(=O)Oc1c(S(=O)(=O)c2ccccc2)c(C)nn1C(C)(C)C | 6 | -3 | -17 | -1 | 10 | 2 | 15 | -8 | 16 | -5 | -10
COc1cccc2cc(C(=O)NC3CC4CCC3C4)oc12 (stereo not drawn) | -80 | -10 | -3 | -38 | -44 | 4 | 0 | 2 | 18 | -26 | 18
Cc1cccc(NC(=O)CSc2nc3[nH]ncc3c(=O)[nH]2)c1 | 15 | 12 | -18 | 7 | -3 | -2 | -4 | 5 | -12 | 80* | 8
c1ccc(-c2cc3nc(NCc4cccs4)ccn3n2)cc1 | -266 | 8 | -113 | -349 | -28 | . | 17 | . | -28 | -41 | -3
CCOC(=O)/C=C1\SCC(=O)N1CC(=O)NC(C)c1ccc(F)cc1 (stereo not drawn) | 18 | 9 | 4 | 1 | -21 | 1 | 11 | -6 | -14 | 14 | -17
COc1ccccc1N1CCN(S(=O)(=O)/C=C/c2ccccc2)CC1 | -39 | 3 | -22 | 3 | 0 | 2 | 17 | -15 | -4 | 20 | -6
CCc1cccc(C)c1NS(=O)(=O)c1cc(Br)cnc1N | 12 | -2 | 11 | 19 | -8 | 5 | 11 | 10 | -2 | 1 | -1
Cc1c(NS(=O)(=O)c2ccc(N3CCCCC3)c([N+](=O)[O-])c2)c(=O)n(-c2ccccc2)n1C | 12 | 11 | -3 | 4 | -6 | -1 | 1 | -1 | 2 | -8 | 20
Cc1ccc2nc(-c3ccncc3)cc(-c3ccccc3)c2c1 | -30 | -30 | 10 | -14 | -12 | -3 | 40 | 7 | -1 | -19 | 2
Cc1cc(C)n(CCCNC(=O)c2ccco2)n1 | 13 | 17 | -18 | 4 | -18 | 4 | 9 | 0 | -6 | -3 | -12
COCCN(C(=O)COC(=O)CCOc1ccccc1C)c1c(N)n(Cc2ccccc2)c(=O)[nH]c1=O | -6 | 4 | 4 | -5 | 1 | -5 | -1 | 1 | -14 | -18 | 0
COc1ccc(/C=N/OCc2nc3c4c(ncn3n2)Oc2ccc3ccccc3c2C4c2ccccc2)cc1 (stereo not drawn) | 14 | 0 | 6 | 30 | -5 | 0 | -8 | 4 | 15 | -1 | 6
CC1CCCN(C(=O)CNS(=O)(=O)c2cccs2)C1 (stereo not drawn) | -41 | 0 | -32 | -21 | 20 | -1 | -6 | -10 | -6 | -13 | 5
C/C(=N\NC(=O)c1csc(C)c1C)c1ccc(Cl)s1 | -186 | 5 | -44 | -143 | -67 | -3 | -16 | -46 | -8 | -38 | 3
O=C(c1ccc(F)cc1)N1CCN2C(=O)c3ccccc3C12c1ccc(Cl)cc1 (stereo not drawn) | 15 | -4 | 19 | 2 | -15 | 1 | 15 | 9 | -9 | -1 | 3
Oc1ccc(/C=N/Nc2ccnc3cc(Cl)ccc23)c(O)c1O | -4 | 4 | -29 | 13 | 7 | -1 | -7 | -9 | 5 | -6 | 5

This is a subset; the hit share may differ from the screen's.
